Screening data deposited in PubChem BioAssay by several laboratories.
hK5 inh: inhibitors of human kallikrein 5; inhibition, % at 5 µM; AID 873; 210,000 tested, 0.59% active; Q9Y337; recombinant hK5, fluorogenic AMC substrate cleavage;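 active = inhibition of 40% or more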;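 also: 0% = enzyme controls without compound and 100% = no-enzyme blanks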
Wee1 degr inh: inhibitors of human Wee1 degradation; P30291; HeLa Luc-Wee1K328M stability, luciferase luminescence; 100% = proteasome inhibitor MG132 effect; reporter increase, % at 5 µM; 220,000 tested, 1.2% active;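 active = activation above the mean of all tested compounds plus 3 SD, set per screening run, cut at about 8.8% in these data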;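 also: cells exposed to compound for 20 h before luminescence read; 0% = DMSO alone and 100% = MG132 at 30 µM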
Cl transport mod: KCC2 (human) Cl- transport modulation. 190,000 tested, 2.2% active. AID 1456. KCC2 cells, thallium flux FluoZin-2 fluorescence. B-score of Tl+ flux slope (higher = more flux/activation; lower = inhibition) at 10 µM;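 active = thallium flux slope and its plate-corrected score both differing from the plate sample mean at a set confidence after two filtering rounds, in either direction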;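 also: slope of fluorescence scaled to starting intensity during 10 to 20 s after thallium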
Target sequence (Q9H2X9 whole entry, looked up): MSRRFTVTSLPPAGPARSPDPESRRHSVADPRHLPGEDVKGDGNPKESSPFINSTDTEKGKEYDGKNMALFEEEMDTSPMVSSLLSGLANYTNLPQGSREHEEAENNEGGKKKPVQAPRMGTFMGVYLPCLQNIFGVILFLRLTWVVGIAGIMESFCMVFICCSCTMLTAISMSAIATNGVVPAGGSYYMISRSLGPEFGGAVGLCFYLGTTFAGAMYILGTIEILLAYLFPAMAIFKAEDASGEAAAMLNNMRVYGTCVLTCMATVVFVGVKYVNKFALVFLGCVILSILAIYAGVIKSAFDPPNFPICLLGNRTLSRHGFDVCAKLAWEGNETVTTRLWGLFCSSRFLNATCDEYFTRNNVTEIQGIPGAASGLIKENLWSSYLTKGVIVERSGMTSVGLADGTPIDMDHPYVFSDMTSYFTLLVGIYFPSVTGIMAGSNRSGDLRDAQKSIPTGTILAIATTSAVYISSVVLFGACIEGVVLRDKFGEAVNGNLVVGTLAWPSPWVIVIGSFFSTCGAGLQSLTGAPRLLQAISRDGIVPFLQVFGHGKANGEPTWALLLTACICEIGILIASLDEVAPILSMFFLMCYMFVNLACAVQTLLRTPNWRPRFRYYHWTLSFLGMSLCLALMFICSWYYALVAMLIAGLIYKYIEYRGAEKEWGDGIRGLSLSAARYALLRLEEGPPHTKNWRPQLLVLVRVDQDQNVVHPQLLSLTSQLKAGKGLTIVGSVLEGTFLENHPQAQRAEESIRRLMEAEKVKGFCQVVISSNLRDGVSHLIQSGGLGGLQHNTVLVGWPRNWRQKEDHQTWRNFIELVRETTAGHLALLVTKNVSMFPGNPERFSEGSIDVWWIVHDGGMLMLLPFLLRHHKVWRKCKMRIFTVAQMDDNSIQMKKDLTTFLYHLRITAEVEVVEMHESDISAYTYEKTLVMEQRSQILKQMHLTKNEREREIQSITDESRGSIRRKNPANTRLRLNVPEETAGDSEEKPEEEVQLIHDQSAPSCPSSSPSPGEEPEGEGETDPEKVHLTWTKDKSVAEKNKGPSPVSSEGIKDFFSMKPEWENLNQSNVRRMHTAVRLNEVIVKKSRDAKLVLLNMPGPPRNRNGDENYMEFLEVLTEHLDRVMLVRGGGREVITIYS
thrombin 1536: blocks human thrombin protease activity. P00734. alpha-thrombin, Boc-VPR-AMC fluorogenic substrate cleavage. inhibition, % at 5 µM. 220,000 tested, 0.26% active;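 active = inhibition at or above 40%; inactive = inhibition below 40%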;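 also: 0% = enzyme with no compound and 100% = wells without enzyme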
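Test system: human alpha-thrombin; medium: pH 7.5 Tris-saline with Tween 20; times: reaction at room temperature; signal: AMC fluorescence at 355 nm excitation and 460 nm emission; also added: Boc-VPR-AMC substrate, 15 µM final; dosing: one concentration per compound, 5 µM, with 0.2% DMSO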
FXIIa inh 1536: factor XIIa (human) inhibition. P00748. purified FXIIa, Boc-QGR-AMC fluorogenic substrate, 2 h. inhibition, % at 5 µM. 220,000 tested, 0.3% active; in the data active = inhibition above about 40%;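 also: 0% = enzyme with no compound and 100% = blank without enzyme; many of its hits are not listed in these tables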
PERK inh: blocks human PERK kinase | CHO PERK-DD fusion, SEAP luminescence translation reporter | 220,000 tested, 0.17% active | inhibition, % at 5.6 µM | AID 1416 | Q9NZJ5;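 active = inhibition above the mean inhibition of all tested compounds plus 3 SD, set separately per screening campaign, cut at about 2.9% in these data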;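 also: PERK kinase domain activated by AP20187 dimerizer at 100 nM; 0% = DMSO with dimerizer and 100% = rapamycin at 8.4 µM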
Furin inh: inhibitors of human furin | P09958 | purified furin, fluorogenic substrate cleavage | inhibition, % at 30 µM | 220,000 tested, 0.061% active | AID 463115; in the data active = inhibition above about 25%; also: inactives centre near -15
p97 ATPase inh: blocks human p97 ATPase activity; recombinant p97 ATPase, Kinase-Glo ATP luminescence, 3 h; 220,000 tested, 0.42% active; inhibition, % at 8 µM; P55072; in the data active = inhibition above about 15%;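 also: 0% = DMSO vehicle and 100% = wells lacking enzyme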
FXIa inh 1536: blocks human coagulation factor XIa protease activity; AID 798; purified FXIa, Boc-Glu-Ala-Arg-AMC fluorogenic substrate; 220,000 tested, 0.14% active; inhibition, % at 5 µM; P03951;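 active = inhibition of at least 40%; inactive = inhibition below 40%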;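 also: fluorescence of freed AMC excited at 355 nm; 0% = enzyme without compound and 100% = no enzyme blank; many of its hits are not listed in these tables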
* marks the source's active call; other numbers are inactive results; x = not tested or not shown; [ ] = another dose, or the depositor's remark.

Sample of the layout (three entries):
SMILES	hK5 inh	Wee1 degr inh	Cl transport mod	thrombin 1536	FXIIa inh 1536	PERK inh	Furin inh	p97 ATPase inh	FXIa inh 1536
CC(=O)NC1CC2CCCC(C1)N2S(=O)(=O)c1cccc(F)c1 (stereo not drawn)	-6	2	0.12	4	17	-0.7	-28	2	5
Cc1ccc(-c2cc(C(=O)Nc3cccnc3)[nH]n2)c(O)c1C	2	-1	-0.22	-4	6	-0.7	-12	-7	-1
Cc1nc(CN2CCN(C(=O)CCc3nnc(Cc4c[nH]c5ccccc45)o3)CC2)cs1	x	-3	x	-1	13	0.1	-19	-1	3

The list itself, previewed entries included:
SMILES	hK5 inh	Wee1 degr inh	Cl transport mod	thrombin 1536	FXIIa inh 1536	PERK inh	Furin inh	p97 ATPase inh	FXIa inh 1536
CC(=O)NC1CC2CCCC(C1)N2S(=O)(=O)c1cccc(F)c1 (stereo not drawn)	-6	2	0.12	4	17	-0.7	-28	2	5
Cc1ccc(-c2cc(C(=O)Nc3cccnc3)[nH]n2)c(O)c1C	2	-1	-0.22	-4	6	-0.7	-12	-7	-1
Cc1nc(CN2CCN(C(=O)CCc3nnc(Cc4c[nH]c5ccccc45)o3)CC2)cs1	x	-3	x	-1	13	0.1	-19	-1	3
CC(=O)c1cccc(NC(=O)Nc2csc3c2CCCC3)c1	x	-1	0.22	-10	9	0.2	-31	2	-7
O=C(N/N=C/c1ccc(Cl)cc1)c1cc(-c2cccnc2)nc2ccccc12	-1	2	-0.14	-14	10	0.5	-29	5	6
O=C(NC(=S)NCCO)c1sc2ccccc2c1Cl	-1	4	3.7*	7	8	0.0	-21	-3	2
Cc1ccc(C)c(OCC(=O)Nc2nc3ccc([N+](=O)[O-])cc3s2)c1C	-1	-2	-0.81	-1	8	0.2	-11	-4	-11
CN(C)C(=O)Oc1ccc[n+](C)c1	-12	-2	0.46	-6	2	0.8	-10	0	-4
COC(=O)c1ccc2c(=O)n3c(nc2c1)SCC(c1ccccc1)=N3	-17	2	-0.14	-8	-2	0.6	-23	0	-6
CC(C)(C)CC(=O)Nc1cccc2c1CCCC2	0	-2	1.4	-4	-15	0.0	-15[20 µM]	2	0
Cc1cccc(C(=O)NNC(=O)c2ccc(-c3ccccc3)cc2)c1	-2	0	x	1	-5	-0.2	-11	-6	-2
O=C(/C=C/c1ccc(S(=O)(=O)NCc2ccco2)cc1)NCc1ccccc1Cl	-3	-3	-0.62	-1	10	-0.5	-6	2	7
C=CCn1c(SCC(=O)Nc2sc(C)c(C)c2C(=O)OCC)nnc1-c1sc(N)nc1C	-8	0	-1.3	-2	18	0.4	-18[20 µM]	4	4
COc1ccc(/C=N/NC(=S)SC)cc1OC	5	-2	38*	-6	7	0.5	-11	5	1
CCn1c(-c2cc(OC)c(OC)c(OC)c2)n[nH]c1=S	8	3	-0.67	-2	1	-0.3	-31	2	-1
CCOC(=O)c1cnn(-c2ccc(NS(=O)(=O)c3ccc(Cl)cc3)cc2)c1C(F)(F)F	7	-3	0.098	4	11	1.9	-13	0	14
Cc1cc(C)c(C#N)c(SC(C(=O)NC(C)(C)C)c2ccccc2)n1 (stereo not drawn)	28	-2	-1.1	-3	5	-0.9	-10	4	5
Cc1nc2cc3c(cc2c(C)c1C(=O)OC(C)C)OCO3	-16	0	0.23	-2	12	-0.1	-28	1	7
CCOC(=O)c1ccccc1NC(=O)CSc1nnc(COc2ccccc2C)n1C	-2	-1	-1.4	-8	9	-1.1	-18[20 µM]	-3	-1
O=C(CC(=O)Nc1ccccc1C(=O)O)NNC(=O)Cc1ccccc1	25	3	1.1	0	3	-0.3	-5	8	-10

Next part; it opens with the five that closed the last part.
SMILES	hK5 inh	Wee1 degr inh	Cl transport mod	thrombin 1536	FXIIa inh 1536	PERK inh	Furin inh	p97 ATPase inh	FXIa inh 1536
CCOC(=O)c1cnn(-c2ccc(NS(=O)(=O)c3ccc(Cl)cc3)cc2)c1C(F)(F)F	7	-3	0.098	4	11	1.9	-13	0	14
Cc1cc(C)c(C#N)c(SC(C(=O)NC(C)(C)C)c2ccccc2)n1 (stereo not drawn)	28	-2	-1.1	-3	5	-0.9	-10	4	5
Cc1nc2cc3c(cc2c(C)c1C(=O)OC(C)C)OCO3	-16	0	0.23	-2	12	-0.1	-28	1	7
CCOC(=O)c1ccccc1NC(=O)CSc1nnc(COc2ccccc2C)n1C	-2	-1	-1.4	-8	9	-1.1	-18[20 µM]	-3	-1
O=C(CC(=O)Nc1ccccc1C(=O)O)NNC(=O)Cc1ccccc1	25	3	1.1	0	3	-0.3	-5	8	-10
CCCC(=O)C1=C(O)C(c2cccc(Oc3ccccc3)c2)CCC1=O (stereo not drawn)	20	-4	-1.2	8	12	-0.4	-2	-2	12
CCOc1ccc(N=Cc2c(O)n(-c3cccc(C)n3)c(=O)c3ccccc23)cc1	-9	0	-1.5	4	14	-1.1	-11[20 µM]	-5	0
O=C(CCN1C(=O)/C(=C/c2cccs2)SC1=S)NC1=NCCS1	-14	4	0.25	-15	24	1.6	-14	6	21
COC(=O)/C(=C\Nc1ccc(Oc2ccc(F)cc2F)nc1)NC(=O)c1ccccc1	-6	2	-1	-6	5	0.0	-2	-9	2
COC(=O)c1ccc(NC(=O)CCNS(=O)(=O)c2cccc3nonc23)cc1	-3	9.1*	0.87	-5	8	-0.7	-10	-1	-2
C=CCNC(=O)C(=O)c1c(-c2ccccc2)[nH]c2ccccc12	13	-2	-1	11	14	-0.2	1	-3	0
Cc1cc(Cl)c(OCCOCCN2CCC(C)CC2)c(Br)c1	-18	1	-0.5	-10	5	-0.7	-14	4	6
N#Cc1ccccc1NC(=O)Nc1cccc(Cl)c1	-12	1	0.62	-3	16	0.0	-25[20 µM]	1	1
COc1ccc(NC(=O)c2ccccc2SC)cc1	3	-4	-0.59	x	9	0.5	-35	4	4
COc1ccc(N2CCN(Cc3ccc(Br)s3)CC2)cc1	9	0	-0.54	-7	4	-0.2	-1[20 µM]	-6	-4
Cc1cc([N+](=O)[O-])ccc1NCc1ccccc1[N+](=O)[O-]	5	-2	0.57	4	14	0.2	-32	5	1
CS(=O)(=O)N(CC(=O)N1CCN(c2cccc(Cl)c2)CC1)c1ccccc1	-1	-1	-1.2	-8	-3	-1.0	-10[20 µM]	1	-7
Cc1c(C#N)c(NC(=O)C(C)C)n(Cc2ccccc2)c1C	-9	1	0.66	-3	1	0.7	-16	3	-5
CCc1ccc(NC(=O)CCn2cccc2)cc1	15	-2	-0.018	11	14	1.1	-12[20 µM]	4	41*
CN(C)c1ccc(/C=C/C=C2/SC(=S)N(c3ccccc3)C2=O)cc1	8	-2	x	-2	10	0.4	-7[20 µM]	-6	-4
CC(=O)Nc1ccc(-c2csc(NC(=O)c3ccc(C)o3)n2)cc1	-15	6	-0.46	-6	4	-1.5	-12[20 µM]	3	-4
O=S(=O)(c1ccc(Cl)cc1)N1CCC(n2cccc2)CC1	-1	-2	0.93	-3	6	0.4	-11	3	2
CCN(CC)S(=O)(=O)c1ccc(OC)c(NC(=O)CSc2ccccc2)c1	2	3	-0.18	14	16	0.0	-21[20 µM]	0	1
C=CCOC(=O)C1=C(C)N=C2SCCC(=O)N2C1/C=C/c1ccccc1OC (stereo not drawn)	1	-5	0.61	-5	12	0.4	-6	1	1
CC(C)c1nnc(NC(=O)CS(=O)(=O)Cc2ccccc2)s1	7	-2	1.1	16	15	-0.5	-6	-3	10
O=C(NCCC1=CCCCC1)C(=O)NCC1OCCCN1S(=O)(=O)c1ccc(F)cc1 (stereo not drawn)	19	4	-1.3	-1	8	0.2	-33	3	0
CC(C)(C)c1ccc(C(=O)Nc2ccc(NC(=O)C(=O)O)cc2)o1	7	3	0.16	-10	10	-0.2	-28	2	-1
CN(C)CCCNC(=O)Cc1ccc(Br)cc1	-2	0	x	-6	8	2.6	10[20 µM]	-1	-7
CCC(=O)c1cn(CC(=O)NCc2ccco2)c2ccccc12	-14	-1	x	-2	18	-1.3	-6[20 µM]	0	2
CC(C)CC1(C(=O)NCCN2CCOCC2)C=CCN1C(=O)c1ccccc1 (stereo not drawn)	-8	-2	0.1	1	11	0.4	-25	3	1
Cc1[nH]c2ccccc2c1/C=C(\C#N)C(=O)NC(C)c1ccccc1 (stereo not drawn)	-5	-3	0.97	1	19	-0.4	-4[20 µM]	3	-2
CCc1ccc(C(=O)COC(=O)C(CCSC)NC(=O)c2ccccc2)cc1 (stereo not drawn)	5	7	0.21	16	11	0.0	-9	-4	8
CC(=O)Oc1ccc2cc(-c3ccccc3)c(=O)oc2c1	-16	-1	-0.46	3	-12	0.3	-49	-6	-8
S=C(Nc1ccccc1)N1CCN(C/C=C/c2ccccc2)CC1	0	10*	-2	-8	5	0.2	-12	-4	-2
Cc1ccc(C)c(NC(=O)c2sc(Cl)nc2C)c1	-14	-2	-0.099	-5	10	0.6	-12	3	4
O=S(=O)(Nc1ccc2c(c1)nc1n2CCOC1)c1ccccc1	-2	-2	-0.48	-11	-12	1.3	-8	-2	-10
Cc1cccc(-c2noc(CSc3ccccc3)n2)c1	-8	-1	0.44	1	17	0.7	-10[20 µM]	3	-1
CCCc1nnc(SCC(=O)N(CC)CC)n1CC1CCCO1 (stereo not drawn)	-18	5	0.23	3	1	0.6	-33	2	-3
N#CC1=C(N)N2C(=C(C#N)C1c1ccc(Br)cc1)Nc1ccccc12 (stereo not drawn)	-1	5	-0.008	1	10	0.6	-8	3	9
COc1ccc(-n2c(CNC(=O)COc3ccc(Cl)cc3Cl)n[nH]c2=S)cc1	2	-2	-0.0074	-1	12	0.4	-26	0	-2
CCOC(=O)c1[nH]c2ccccc2c1NC(=O)CN(C)C	-23	5	x	-2	2	-0.1	-20[20 µM]	1	-7
CCOC(=O)CN(C(=O)CSc1nnc(CNc2ccc(F)cc2)n1C)c1ccccc1	8	-4	-0.045	3	15	-0.9	5[20 µM]	3	-15
Cc1ccc(Cl)c(OCC(O)CN(CCO)CCO)c1 (stereo not drawn)	-24	0	-0.51	-3	2	0.6	-18	0	-8
COc1ccc(C2C3=C(CC(C)(C)CC3=O)Nc3n[nH]c(C)c32)cc1 (stereo not drawn)	-18	0	0.78	4	13	0.8	-14	4	4
O=C(N/N=C/c1ccc(OC(F)F)cc1)c1ccc(Br)cc1	-4	2	0.11	3	16	1.3	-27	4	6
COc1cc(O)c(C(CCN2CCOCC2)c2ccc(N(C)C)cc2)c(OC)c1 (stereo not drawn)	0	x	0.87	1	9	x	-32	x	0
COc1ccc2[nH]c3c(c2c1)CCC/C3=N\N	2	-2	0.13	0	2	1.0	-17	10	1

Pulled by structure from above, 3 records:
SMILES	hK5 inh	Wee1 degr inh	Cl transport mod	thrombin 1536	FXIIa inh 1536	PERK inh	Furin inh	p97 ATPase inh	FXIa inh 1536
CCn1c(-c2cc(OC)c(OC)c(OC)c2)n[nH]c1=S	8	3	-0.67	-2	1	-0.3	-31	2	-1
Cc1cc(C)c(C#N)c(SC(C(=O)NC(C)(C)C)c2ccccc2)n1 (stereo not drawn)	28	-2	-1.1	-3	5	-0.9	-10	4	5
S=C(Nc1ccccc1)N1CCN(C/C=C/c2ccccc2)CC1	0	10*	-2	-8	5	0.2	-12	-4	-2

Hits appear at their usual frequency, and some 4.4% of all compounds hit somewhere here.
